m-calpain inh: blocks pig calpain II enzyme activity; purified calpain II, fluorogenic peptide substrate, 30 min; hit rate 0.37% among 220,000; AID 1236; inhibition, % at 16 µM;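 active means inhibition above about 50%, limit read from the data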
Rad51 HR inh: blocks human Rad51 in homologous recombination; Q06609; hRad51 DNA strand exchange, fluorescence dequenching; inhibition, % at 10 µM; hit rate 0.085% among 200,000;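 active means inhibition above 40% at the single screening dose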;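 further: 0% = DMSO control wells and 100% = blanks with heterologous ssDNA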
Target sequence (Q06609 whole entry, looked up): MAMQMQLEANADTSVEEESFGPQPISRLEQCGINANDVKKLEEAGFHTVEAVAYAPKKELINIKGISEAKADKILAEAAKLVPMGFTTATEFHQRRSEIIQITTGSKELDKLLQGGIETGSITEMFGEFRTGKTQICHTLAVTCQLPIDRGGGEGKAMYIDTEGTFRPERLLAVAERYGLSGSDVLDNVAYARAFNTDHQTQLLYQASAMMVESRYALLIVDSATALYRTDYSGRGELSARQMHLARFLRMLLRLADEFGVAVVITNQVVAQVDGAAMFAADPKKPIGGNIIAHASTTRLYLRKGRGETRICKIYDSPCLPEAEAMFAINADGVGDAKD
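Test system – preformed human Rad51 ssDNA filaments · Reagent – Donor/quencher-labelled 47-bp dsDNA substrate · Incubation – 37 °C 15-min filament assembly, 30-min compound preincubation, 15-min exchange · Signal – FRET fluorescence dequenching, excitation 485 nm, emission 520 nm · Read-out – percent inhibition from fluorescence, normalised to plate control and blank means · Benchmarks – plate control and blank wells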
EBV gp42 block: blocks Epstein-Barr virus glycoprotein 42 binding; inhibition, % (tested at 21.74 µM); hit rate 0.42% among 220,000; Fluorescence polarization binding assay, mP read-out; in the data active means inhibition above about 50%
Target sequence (Q1HVG2 whole entry, looked up): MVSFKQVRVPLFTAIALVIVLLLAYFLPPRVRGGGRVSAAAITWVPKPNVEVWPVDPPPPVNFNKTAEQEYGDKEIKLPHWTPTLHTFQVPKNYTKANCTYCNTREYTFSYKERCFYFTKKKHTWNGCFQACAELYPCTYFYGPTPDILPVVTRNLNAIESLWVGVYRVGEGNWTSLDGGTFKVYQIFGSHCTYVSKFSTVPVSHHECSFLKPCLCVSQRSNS
Cl transport mod: KCC2 (human) Cl- transport modulation | KCC2 cells, thallium flux FluoZin-2 fluorescence | hit rate 2.2% among 190,000 | B-score of Tl+ flux slope (higher = more flux/activation; lower = inhibition) at 10 µM | AID 1456 | Q9H2X9;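 active means thallium flux slope and its plate-corrected score both differing from the plate sample mean at a set confidence after two filtering rounds, in either direction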;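 further: slope of fluorescence scaled to starting intensity during 10 to 20 s after thallium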
MDM2 E3 inh: Mdm2 E3 ligase (human) inhibition; Q00987; cell-based MDM2 ubiquitination luciferase reporter, 2 h; 0 = plate control, 100 = twice control, blank-subtracted; signal enhancement, % at 5 µM; hit rate 0.11% among 210,000;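 active means signal enhancement of 30% or more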;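 further: luminescence tracks abundance of the self-degrading MDM2-luciferase fusion protein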
Target sequence (Q00987 whole entry, looked up, the tested form may be a part): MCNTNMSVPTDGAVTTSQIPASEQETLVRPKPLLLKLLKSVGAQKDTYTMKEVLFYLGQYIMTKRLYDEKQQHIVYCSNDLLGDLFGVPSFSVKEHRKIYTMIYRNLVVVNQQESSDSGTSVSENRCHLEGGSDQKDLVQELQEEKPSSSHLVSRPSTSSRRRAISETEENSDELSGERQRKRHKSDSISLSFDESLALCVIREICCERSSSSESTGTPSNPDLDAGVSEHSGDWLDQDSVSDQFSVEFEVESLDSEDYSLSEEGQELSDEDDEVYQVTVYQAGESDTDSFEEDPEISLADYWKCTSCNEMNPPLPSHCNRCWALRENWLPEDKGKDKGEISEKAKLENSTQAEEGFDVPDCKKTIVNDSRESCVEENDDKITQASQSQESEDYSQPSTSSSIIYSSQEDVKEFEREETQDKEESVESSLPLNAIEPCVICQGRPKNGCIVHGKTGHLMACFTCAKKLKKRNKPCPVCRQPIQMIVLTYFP
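Timing – 2 h compound exposure at 37 °C · Assay system – mammalian cells stably expressing self-ubiquitinating, self-degrading MDM2 E3–luciferase fusion · Amount – 2000 cells seeded into each well · Measure – % luminescence enhancement versus blank-corrected plate control mean · Measured by – SteadyLite luminescence, 15 min reagent step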
PERK inhibitor: inhibitors of human PERK kinase. Q9NZJ5. CHO PERK-DD fusion, SEAP luminescence translation reporter. inhibition, % at 5.6 µM. hit rate 0.17% among 220,000;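 active means inhibition above the mean inhibition of all tested compounds plus 3 SD, set separately per screening campaign, cut at about 2.9% in these data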;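 further: PERK kinase domain activated by AP20187 dimerizer at 100 nM; 0% = DMSO with dimerizer and 100% = rapamycin at 8.4 µM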
eIF4E-4G inh: inhibitors of eIF4E and eIF4G interaction in translation initiation; P63073+Q04637; TR-FRET eIF4E-eIF4GI(517-606) binding, 2 h; inhibition, % at 21.7 µM; hit rate 0.37% among 220,000; AID 782;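 active means inhibition above about 30%, limit read from the data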;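 further: 0% = full FRET control wells and 100% = background wells lacking eIF4GI fragment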
L929 necroptosis: blocks zVAD induced death of L929 cells | AID 1377 | viability rescue, % at 10 µM | L929 zVAD necroptosis rescue, ATP luminescence, 24 h; with zVAD 60 µM | hit rate 0.38% among 220,000;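 active means activation, scaled between plate controls, above about 75%, limit read from the data; inactive means activation under that limit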;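 further: 0% = zVAD with DMSO and 100% = DMSO alone without zVAD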
TNF necrop inh: TNF-alpha cell death inhibition in Jurkat FADD-/- cells | Jurkat FADD-/- TNF necroptosis rescue, ATP luminescence, 24 h; 0 = TNF only, 100 = no-TNF cells | activation (protection from cell death), % at 10 µM | hit rate 0.068% among 220,000;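 active means activation, meaning protection from cell death, of at least 50% relative to plate controls; inactive means activation below 50%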;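 further: necroptosis triggered by 40 ng/mL TNF-alpha added together with compound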
An asterisk follows results filed as active; i = inactive; · = no result given; [ ] = dose if it differs, or a comment.

1. Cc1nnc(SCc2ccccc2F)n1NCc1cccs1
2. O=C(CC(c1ccccc1)(c1ccccc1)c1ccccc1)N[C@@H](Cc1ccccc1)C(=O)O
3. COc1cccc(-n2c(SCC(N)=O)nc3ccccc3c2=O)c1
4. CN1CCN(C(=S)NC(=O)/C=C/c2cccs2)CC1
5. CC(C)c1nccn1S(=O)(=O)c1cc([N+](=O)[O-])ccc1Cl
6. CS(=O)(=O)N1CCc2cc(C(=O)N3CCOCC3)ccc21
7. COc1cccc(C(=O)Nc2nc(-c3ccc(S(=O)(=O)N4CCOCC4)cc3)cs2)c1
8. COC(=O)[C@H]1Cc2cnoc2C[C@]1(C)C(=O)O
9. Cc1ccc(SCC(=O)c2c(C)nc3ccccn23)cc1
10. NNC(=O)CSCc1ccc(Cl)cc1Cl
assay / compound	1	2	3	4	5	6	7	8	9	10
m-calpain inh	-8	19	10	15	12	1	-248	-2	14	1
Rad51 HR inh	2	2	-46	10	-4	·	4	13	-7	-7
EBV gp42 block	-6	-17	-54	-6	-10	-2	-6	-23	2	-1
Cl transport mod	·	0.11	-0.15	1.8	0.41	-0.56	0.21	0.56	-0.11	0.98
MDM2 E3 inh	0	·	1	-7	-10	-13	-14	-6	-9	-12
PERK inhibitor	0.6	0.8	0.1	0.1	1.0	0.7	-1.0	1.5	0.3	-0.3
eIF4E-4G inh	2	1	-3	3	-8	-3	-62[fluorescence artefact?]	-6	1	3
L929 necroptosis	-0.4	-0.9	0.3	-0.2	-0.5	-0.3	-0.4	-0.2	-0.1	1.2
TNF necrop inh	-1.4	-0.6	0.0	2.8	-12	-0.1	-13	2.5	0.8	2.0

11. Cc1ccc(Cl)c(NC(=O)CN2CCNC(=O)C2)c1Cl
12. CN(C)S(=O)(=O)Oc1ccc(C(=O)Nc2cccc(C(F)(F)F)c2)cc1
13. O=C(NNC(=O)c1cccc(O)c1)Nc1ccc([N+](=O)[O-])cc1
14. Nc1ccnc(Oc2ccc(F)cc2)c1
15. CCOC(=O)c1cc(C(=O)NN)c(=O)[nH]c1C
16. COc1cc(NC(=O)Nc2cccc(Cl)c2)c(OC)cc1NC(=O)CN1CCCCC1
17. Cc1cc(C)c(NC(=O)COc2nc3ccccc3nc2C)c(C)c1
18. COc1ccc(CN2CCN(S(=O)(=O)c3ccc(F)cc3)CC2)c(OC)c1OC
19. O=S(=O)(c1ccc(F)cc1)N1CC2CCCN2c2ccc(C(F)(F)F)cc21 (stereo unspecified)
20. CCOc1ccc(N2CC(C(=O)NCCc3ccc(OC)c(OC)c3)CC2=O)cc1 (stereo unspecified)
assay / compound	11	12	13	14	15	16	17	18	19	20
m-calpain inh	-16	22	6	15	-17	-39	4	24	9	0
Rad51 HR inh	-2	4	·	·	-9	1	2	-6	-3	6
EBV gp42 block	-16	-1	-14	-8	-16	9	-25	-1	-13	-7
Cl transport mod	0.088	-0.39	0.41	0.89	·	-0.15	-1.2	0.077	·	-0.56
MDM2 E3 inh	3	0	-2	-15	·	-7	3	-25	-21	-7
PERK inhibitor	-0.7	0.0	0.0	-0.1	0.2	0.2	0.3	-2.2	0.3	-0.1
eIF4E-4G inh	5	8	-1	1	-5	-1	4	-9	1	8
L929 necroptosis	1.8	79*	1.0	-0.3	1.8	8.5	-0.1	-0.6	-0.1	-0.2
TNF necrop inh	0.1	-3.8	1.0	-0.5	1.7	2.6	2.0	2.5	-3.2	-2.3

Part of the list above in order of heavy-atom count, ascending:
11. Cc1ccc(Cl)c(NC(=O)CN2CCNC(=O)C2)c1Cl
9. Cc1ccc(SCC(=O)c2c(C)nc3ccccn23)cc1
18. COc1ccc(CN2CCN(S(=O)(=O)c3ccc(F)cc3)CC2)c(OC)c1OC
assay / compound	11	9	18
m-calpain inh	-16	14	24
Rad51 HR inh	-2	-7	-6
EBV gp42 block	-16	2	-1
Cl transport mod	0.088	-0.11	0.077
MDM2 E3 inh	3	-9	-25
PERK inhibitor	-0.7	0.3	-2.2
eIF4E-4G inh	5	1	-9
L929 necroptosis	1.8	-0.1	-0.6
TNF necrop inh	0.1	0.8	2.5

Going on with the list.
21. N#C/C(=C(/O)CN1CCOCC1)c1nc2ccccc2s1
22. O=C(NCc1ccccc1F)C1CCCN1C(=O)NCc1ccccc1 (stereo unspecified)
23. Cc1ccc2[nH]ccc(=O)c2c1
24. O=C(CSc1nc2ccccc2c(=O)n1Cc1ccco1)NCc1ccco1
25. O=c1oc2ccccc2cc1-c1nc2ccccc2o1
26. CCCC12CN3CC(C)(CN(C1)C3c1ccco1)C2=O (stereo unspecified)
27. COc1ccc(Cc2nc(-c3cccs3)no2)cc1
28. Cc1cccc(NC(=O)CN2C(=O)N/C(=C\c3ccc(N4CCOCC4)cc3)C2=O)c1
29. O=C(N/N=C/c1sc(N2CCOCC2)nc1-c1ccccc1)c1cccc(S(=O)(=O)N2CCCC2)c1
30. O=C1NC2NC(=O)N(C(Cc3ccccc3)C(=O)O)C2N1 (stereo unspecified)
assay / compound	21	22	23	24	25	26	27	28	29	30
m-calpain inh	10	-9	17	-25	i	2	0	41	-147	-29
Rad51 HR inh	-5	-2	-6	2	2	-14	8	6	-64	-2
EBV gp42 block	-22	-3	2	8	-20	-2	3	-22	-81	-21
Cl transport mod	0.28	0.055	0.17	-1.2	0.89	0.22	0.03	0.5	-1.3	-0.12
MDM2 E3 inh	-12	-26	·	-16	-20	1	-67	-7	-8	-14
PERK inhibitor	0.9	0.9	0.2	-0.9	1.0	0.5	0.8	0.4	-0.2	0.5
eIF4E-4G inh	3	-17[fluorescence artefact?]	-2[fluorescence artefact?]	10	6	1	1	1	1	-1
L929 necroptosis	1.9	1.1	2.6	1.3	0.4	2.1	-0.1	2.4	1.2	0.1
TNF necrop inh	0.3	0.8	1.5	-1.9	-1.5	0.3	4.9	4.0	-9.2	1.2

In the list so far, these contain a nitro group on carbon:
5. CC(C)c1nccn1S(=O)(=O)c1cc([N+](=O)[O-])ccc1Cl
13. O=C(NNC(=O)c1cccc(O)c1)Nc1ccc([N+](=O)[O-])cc1
assay / compound	5	13
m-calpain inh	12	6
Rad51 HR inh	-4	·
EBV gp42 block	-10	-14
Cl transport mod	0.41	0.41
MDM2 E3 inh	-10	-2
PERK inhibitor	1.0	0.0
eIF4E-4G inh	-8	-1
L929 necroptosis	-0.5	1.0
TNF necrop inh	-12	1.0

Carrying on.
31. CC(C)N(C(=O)CSc1nc2ccccc2n1-c1ccccc1)C(C)C
32. Cc1ccc(S(=O)(=O)NCC(=O)OCC(=O)c2c(N)n(C)c(=O)n(C)c2=O)cc1
33. CC1(C)N=C(c2ccccn2)C(C)(C)N1O
34. COC(=O)CCC/C=C1/SCC(NC(=O)c2ccccc2)C1=O (stereo unspecified)
35. Cc1ccc(C(=O)Nc2nc(-c3cccnc3)cs2)o1
36. CCOc1cc(S(=O)(=O)N2CCCCCC2)ccc1F
37. CCc1ccc(OCCNC(=O)c2cccs2)cc1
38. NC(=O)c1ccsc1NC(=O)COc1ccccc1
39. Cc1cccn2c(=O)c(/C=C(\C#N)C(=O)NC3CCS(=O)(=O)C3)c(N3CCC(C(N)=O)CC3)nc12 (stereo unspecified)
40. COc1ccc(NC(=O)CC2Nc3cccc4cccc(c34)NC2=O)cc1 (stereo unspecified)
assay / compound	31	32	33	34	35	36	37	38	39	40
m-calpain inh	13	-5	-9	-264	-21	1	27	-41	-399	-16
Rad51 HR inh	4	-6	5	-7	-6	·	-1	-5	6	-7
EBV gp42 block	-7	-12	-4	-20	-3	-19	-1	-5	17	-7
Cl transport mod	0.26	0.23	0.17	-0.0002	0.75	-0.66	·	-1.1	1.8	-0.13
MDM2 E3 inh	-10	-12	-11	-19	0	-4	1	2	-9	3
PERK inhibitor	-0.7	0.9	0.2	0.2	0.3	0.7	-1.1	-0.4	0.1	0.6
eIF4E-4G inh	-2	0	-10	-19	6	7	-7	8	1	-1
L929 necroptosis	0.0	1.2	1.1	-0.6	1.2	0.4	0.0	0.3	1.2	1.7
TNF necrop inh	-1.1	0.5	-0.7	-0.9	0.2	-0.1	0.2	-1.2	2.4	-0.1

41. CCNC(=O)CCC(=O)Nc1cc(Cl)ccc1C
42. CCCCNc1nc2c(c(=O)n(C)c(=O)n2C)n1CCC
43. COC(=O)Cc1c(C)nc2nc(-c3ccc(Cl)cc3)[nH]n2c1=O
44. CC1CCCC(NC(=O)CCn2c(=O)oc3ccccc32)C1C (stereo unspecified)
45. CC(=O)/C(=N\Nc1cccc(Cl)c1)Sc1nnc(-c2ccccc2)n1-c1ccccc1
46. COc1ccc2c(Cl)c(-c3nnco3)sc2c1
47. CN1CCN(/C(=N\O)c2nonc2N)CC1
48. CCOC(=O)n1c(=O)n(C)c2ccc(Br)cc21
49. COc1cccc(/C=N/NC(=O)c2oc3nc(-c4ccccc4)cc(-c4ccco4)c3c2N)c1
50. CCn1c(NC(=O)c2ccccc2F)c(-c2cccs2)c(=O)c2ccccc21
assay / compound	41	42	43	44	45	46	47	48	49	50
m-calpain inh	7	-12	12	6	38	12	1	-30	-95	18
Rad51 HR inh	-4	2	3	-5	·	-6	-10	24	-183	2
EBV gp42 block	-7	-5	-3	-5	-5	-6	-22	-15	-5	-9
Cl transport mod	·	-0.49	0.37	·	0.1	0.65	·	-1.5	-1.1	0.1
MDM2 E3 inh	-8	-15	-18	-9	·	7	-21	-6	-7	-7
PERK inhibitor	0.9	·	0.5	0.2	-1.0	-1.0	1.1	1.4	-1.0	0.9
eIF4E-4G inh	0	-18	0	-3	-6	-1	5	2	-4	0
L929 necroptosis	1.2	-0.9	0.9	0.4	0.8	0.6	1.5	5.2	1.5	-0.2
TNF necrop inh	1.2	0.1	0.4	-2.1	-0.4	-1.7	0.5	-0.9	-14	2.1

51. O=S(=O)(c1ccc2ccccc2c1)N1CCN=C1SCc1cccnc1
52. O=C(O)CCc1nn2cc(-c3ccccc3)nc2[nH]c1=O
53. O=C1NCCN1C(=O)c1ccco1
54. COc1ccccc1C1CCCN1Cc1nc(-c2cc3c(cc2Cl)OCO3)oc1C (stereo unspecified)
55. COCCNC(=O)CN(CC1CCCO1)C(=O)CCC(=O)Nc1ccccn1 (stereo unspecified)
56. CSCCC1NC(=O)N(C(C)C(=O)Nc2cc(Cl)cc(Cl)c2)C1=O (stereo unspecified)
57. CCOC(=O)c1nc(-c2ccc(OC)c(OC)c2)no1
58. CCc1c(O)nc(SCC(=O)Nc2ccccc2C)[nH]c1=O
59. CCN(CC)C(=O)c1sc(NC(=O)c2ccc3c(c2)OCO3)c(C#N)c1C
assay / compound	51	52	53	54	55	56	57	58	59
m-calpain inh	-9	-419	-14	32	-22	-24	-20	-4	-5
Rad51 HR inh	2	-6	4	-6	14	28	·	-3	-10
EBV gp42 block	1	-5	-1	-8	-32	-2	-4	-5	-11
Cl transport mod	-2.7	-0.46	-0.52	·	0.0017	-0.024	2.1	0.074	0.23
MDM2 E3 inh	15	-13	-13	-52	-17	-5	-14	-25	-18
PERK inhibitor	-0.1	-0.3	0.5	-1.6	0.4	0.5	2.3	0.3	1.0
eIF4E-4G inh	0	1	0	5	4	0	0	-9	2
L929 necroptosis	2.4	0.3	-0.3	-3.4	-0.2	-0.1	0.0	0.3	0.1
TNF necrop inh	-0.3	-1.6	-0.2	2.7	0.5	0.0	0.5	-0.8	-0.4

Source: PubChem (several laboratories)
